CF NFkB inh = inhibitors of cystic fibrosis induced NF-kB | KKLEB NF-kB-GFP reporter, PAF-induced, GFP fluorescence overnight | inhibition, % at 5 µM | 0.86% of 360,000 active;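 active means at least 50% inhibition at 5 µM, scaled per plate between neutral and stimulator controls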;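 further: PAF is a Pseudomonas aeruginosa culture filtrate used as stimulus; plate controls were PAF-stimulated DMSO wells for no effect and unstimulated DMSO wells for full effect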
HIF-2a block = inhibitors of HIF-2a; 786-0 RCC cells HIF-2a reporter, luciferase luminescence, overnight; inhibition, % at 18.8 µM; 0.72% of 360,000 active; AID 624352;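 active means inhibition of the luminescence signal of 40% or more relative to plate controls, in a single-dose primary screen at 18.75 µM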
aDG glyco up = alpha-DG glycosylation activation | activation, % at 10 µM | AID 624168 | Pro5-aDG cells, alpha-DG glycosylation AlphaScreen (IIH6); 0% Pro5, 100% B10-LARGE cell signal | 0.22% of 360,000 active;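 active means activation of at least 8% versus controls, or a plate z-score of at least 8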;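 further: Pro5 are CHO cells carrying HIG-tagged alpha-DG that lacks glycosylation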
NR2E3 ag-1 = NR2E3 (human) agonism | Q9Y5X4 | GST-NR2E3/biotin-RetCOR TR-FRET, 1536-well | inhibition of corepressor binding, % at 4.78 µM | 0.12% of 320,000 active | AID 2300;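 active means percent inhibition above the cutoff of mean plus 3 SD of all tested compounds, set per screening campaign, cut at about 20% in these data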;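 further: 0% = DMSO wells and 100% = biotin wells as full block of FRET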
Target sequence (Q9Y5X4 whole entry, looked up): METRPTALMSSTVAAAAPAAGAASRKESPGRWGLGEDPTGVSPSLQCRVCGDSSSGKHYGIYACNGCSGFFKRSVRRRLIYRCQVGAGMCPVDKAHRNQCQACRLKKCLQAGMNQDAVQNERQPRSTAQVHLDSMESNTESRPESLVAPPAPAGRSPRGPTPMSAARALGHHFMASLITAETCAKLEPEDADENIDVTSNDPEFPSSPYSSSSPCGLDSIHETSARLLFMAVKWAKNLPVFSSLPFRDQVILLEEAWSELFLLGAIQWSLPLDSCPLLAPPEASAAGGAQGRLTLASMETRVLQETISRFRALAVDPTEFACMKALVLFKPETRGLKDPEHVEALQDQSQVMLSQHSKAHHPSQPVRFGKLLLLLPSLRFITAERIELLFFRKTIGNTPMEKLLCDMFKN
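Format: 1536-well format; test system: GST-NR2E3 and biotin-RetCOR proteins; read-out basis: percent inhibition of TR-FRET ratio; timing: 5 h incubation at 4 °C; detection: time-resolved FRET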
TWEAK-Fn14 inh = inhibitors of TWEAK-Fn14 interaction signaling | 2% of 360,000 active | AID 1159606 | TWEAK-stimulated Fn14 reporter cells, luciferase luminescence, 8 h | inhibition, % at 10 µM; in the data active means inhibition above about 50%
NR2E3 ag-2 = agonists of human NR2E3 nuclear receptor | CHO-S Gal4-NCOR/VP16-NR2E3 two-hybrid, luciferase | inhibition of corepressor binding, % at 3.98 µM | 0.35% of 360,000 active | AID 602229;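 active means inhibition above the mean of all tested compounds plus 3 SD, cut at about 70% in these data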;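 further: 0% = DMSO with NR2E3 transfected cells and 100% = cells lacking NR2E3 construct; higher means lower luciferase signal from less NR2E3 corepressor binding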
Shn3 3UTR inh = Schnurri-3 reporter inhibition in Clone20 osteoblasts; AID 588674; 0.52% of 360,000 active; Clone20 osteoblast Shn3 3'UTR firefly luciferase, 24 h; inhibition, % at 12.5 µM;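 active means mean inhibition of at least 75% with every replicate also reaching 75%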;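 further: 0% = median of neutral control wells and 100% = pilot-screen positive control compound; some compounds past the cut are filed as inactive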
KKLEB cytotox = counter-screen for CF NF-kB inhibitors: cytotoxicity | KKLEB CF airway cells viability, ATPlite luminescence, overnight; stronger effect = lower value; cells stimulated with P. aeruginosa culture filtrate | activity change (cytotoxicity), % at 5 µM | 0.36% of 360,000 active;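 active means corrected activity change at or below -50% at 5 µM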
TRPM1 prom inh = MITF TRPM1 promoter inhibition in SK-MEL-5 cells. 0.83% of 330,000 active. inhibition, % at 12.5 µM. SK-MEL-5 TRPM1 promoter luciferase, 24 h;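 active means mean inhibition across replicates of 60% or more, whatever share of single replicates reaches that level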; further: values of inactives mirror those of a sister screen read the other way
Peg3 promoter = Peg3 promoter activity inhibition. HeLa PEG-Prom luciferase reporter, luminescence, overnight. inhibition, % at 20 µM. 1.7% of 360,000 active. AID 588405;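 active means inhibition of at least 50% at 20 µM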
hiPSC survival = hiPSC single-cell survival enhancement; ATPlite luminescence; 100% = ROCK inhibitor wells, 0% = DMSO; survival enhancement, % at 20 µM; 0.044% of 360,000 active; AID 602274; in the data active means survival enhancement above about 18%;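 further: cells exposed to compounds for 16 hours before the ATP read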
An asterisk follows results filed as active; . = not tested or not shown.

SMILES	HIF-2a block	Shn3 3UTR inh	TWEAK-Fn14 inh	aDG glyco up	NR2E3 ag-1	Peg3 promoter	NR2E3 ag-2	hiPSC survival	KKLEB cytotox	CF NFkB inh	TRPM1 prom inh
N#Cc1cccc(NC(=O)COc2ccc(-n3ccnc3)cc2)c1	2	45	14	0.1	0	17	13	-1.2	-18	11	13
Cc1nnc2ccc(Oc3ccc(-c4ccccc4)cc3)nn12	-60	59	13	5.9	7	-19	70	-1.7	8	-24	-14
CCOc1ccc(/C=N/Nc2nc(=O)[nH]nc2C)cc1OC	-4	-24	-12	-0.1	2	5	-34	-0.5	10	-4	-67
C/C(=N\Nc1ncc(Cl)cc1Cl)c1ccc(OC(F)F)cc1	-136	-55	-32	-0.3	0	-117	-103	-1.4	-4	16	-17
CCCCn1c(=O)[nH]c(=O)c2c1nc(-c1ccccc1F)n2Cc1ccccc1	27	13	1	-0.1	-4	17	-23	-0.4	-3	2	-2
Cc1ccc(NC(=O)COC(=O)CCn2c(C)csc2=O)cc1S(=O)(=O)N1CCOCC1	2	3	2	0.2	-2	7	5	-0.5	8	0	-8
O=S(=O)(Cc1ccccc1)Nc1ccc(S(=O)(=O)N2CCCC2)cc1	-2	-8	0	0.0	4	2	7	-0.5	7	-10	-12
Cc1nc(N2CCCCC2)c2c(C)c(C(=O)Nc3ccccc3C(F)(F)F)sc2n1	4	15	24	-0.1	4	16	-18	0.1	6	8	-9

2 of the compounds above, with values under each structure.
Results follow in this order: HIF-2a block	Shn3 3UTR inh	TWEAK-Fn14 inh	aDG glyco up	NR2E3 ag-1	Peg3 promoter	NR2E3 ag-2	hiPSC survival	KKLEB cytotox	CF NFkB inh	TRPM1 prom inh
> N#Cc1cccc(NC(=O)COc2ccc(-n3ccnc3)cc2)c1
 : 2	45	14	0.1	0	17	13	-1.2	-18	11	13
> Cc1nnc2ccc(Oc3ccc(-c4ccccc4)cc3)nn12
 : -60	59	13	5.9	7	-19	70	-1.7	8	-24	-14

Continuation:
SMILES	HIF-2a block	Shn3 3UTR inh	TWEAK-Fn14 inh	aDG glyco up	NR2E3 ag-1	Peg3 promoter	NR2E3 ag-2	hiPSC survival	KKLEB cytotox	CF NFkB inh	TRPM1 prom inh
Cc1cc(SCC(=O)NC2(C#N)CCCCC2)nc2c(C)cccc12	7	-3	-9	-0.1	1	24	-10	-0.4	6	12	13
COC(=O)C1=C(C(=O)OC)C(c2ccccc2O)c2sc(=O)[nH]c2S1 (centres undefined)	17	8	3	-0.1	-1	-3	-11	0.6	-10	-2	17
Cc1ccc(C(=O)OCC(=O)NCc2cccs2)cc1C	14	6	-6	0.1	-1	3	-6	3.5	6	-6	-12
COc1ccccc1CNCc1ccc(C)cc1	3	-1	-8	0.2	3	7	3	-0.1	3	-1	-6
Cc1ccc(/C=C/C(=O)Nc2ccc(S(=O)(=O)Nc3onc(C)c3C)cc2)cc1	-5	-10	5	0.0	-1	-2	-29	0.0	-7	3	6
CCOc1cc(C(=O)OCC(=O)c2c(C)[nH]c3ccccc23)ccc1OCC(=O)N1CCOCC1	-59	4	5	-0.1	-2	-14	-29	7.4	-8	-24	3
COc1ccccc1NS(=O)(=O)c1ccc(C(=O)N2CCN(c3ccccc3O)CC2)cc1	-4	47	10	0.1	0	11	11	0.4	13	6	4
Nc1nc(Sc2ccc(C(F)(F)F)cn2)n[nH]1	18	6	-11	0.4	3	13	12	5.5	6	10	0
COc1ccccc1NS(=O)(=O)c1cc([N+](=O)[O-])ccc1N/N=C/c1sc(N2CCOCC2)nc1-c1ccccc1	7	18	-3	-0.6	3	29	-34	-1.8	-6	-33	3
O=C(O)C1CCCCC1C(=O)NCCc1ccccc1 (centres undefined)	-10	11	8	-0.2	5	2	6	-0.7	19	6	-23
Cc1cc(NC(=O)C(=O)NCc2cccc(Cl)c2)no1	10	-53	12	0.0	0	4	19	0.6	5	-8	-6
COc1ccc(C(=O)N(CCc2ccccc2)Cc2cccs2)c(OC)c1	-25	6	-25	0.1	0	1	-10	-0.4	10	-5	3
O=C(Nc1cscc1S(=O)(=O)c1ccc(Cl)cc1)c1ccccc1Cl	-7	-21	-5	0.2	0	8	7	-1.0	4	12	.
Cc1cc(Br)c(NC(=O)COC(=O)c2ccc[n+]([O-])c2)c(Br)c1	3	0	-3	0.1	.	0	-30	-0.3	0	-8	-13
COc1ccc(OCCN(C)Cc2ccccc2)cc1	-26	3	-9	-0.1	2	-10	-27	-1.7	-9	10	-18
COCCN(Cc1nc2ccccc2c(=O)[nH]1)C(=O)COc1c(C)cc(Cl)cc1C	16	-11	-16	0.5	3	40	-15	0.3	-6	-15	8
C=CCc1ccc(OCCOCCOc2cccc3ccc(C)nc23)c(OC)c1	8	16	-8	0.4	-3	5	-26	-0.3	5	1	-1
Cc1ccc(OCC(=O)N2CCCC(CO)(CCOc3ccccc3)C2)cc1 (centres undefined)	6	3	25	0.2	0	18	-10	-0.6	-1	-6	1
CC(=O)NC(CCS(C)(=O)=O)C(=O)Nc1ccc(Oc2ccccc2)cc1 (centres undefined)	10	-6	3	-0.2	-3	19	-13	0.9	4	-21	.
COc1ccccc1CNC(=O)C1CC(c2ccccc2C(F)(F)F)=NO1 (centres undefined)	-4	41	-1	0.0	3	9	5	-1.9	-17	12	.
CCCCCOc1ccccc1C(=O)NCC(=O)O	20	7	4	0.0	-6	1	-7	6.7	-1	-6	1
O=C(Nc1cccc([N+](=O)[O-])c1)c1ccncc1	12	-22	12	0.0	-2	-11	-17	0.3	12	6	20
Cc1ccc(Cl)c(OCCCCN2CCC(C)CC2)c1	9	14	9	0.1	.	13	-17	-0.4	0	-4	-8
Cc1ccc(NS(=O)(=O)c2ccc(NC(=O)[C@@H]3CCCC[C@@H]3C(=O)O)cc2)c(C)c1	17	64	10	-0.3	1	2	26	6.3	-9	11	5
CN[C@@H](CO)C(=O)NC[C@H]1O[C@@H](n2cnc3c(N)ncnc32)[C@H](O)[C@@H]1O	5	-8	-1	0.3	.	11	21	-2.6	-6	-8	.
CCOc1ccc(C(=O)COC(=O)c2ccc(-n3cnnn3)cc2)cc1	-5	-24	8	-0.2	9	3	-51	-0.1	-5	9	-7
CC(=O)NS(=O)(=O)c1ccc(NC(=O)CCc2ccccc2)cc1	16	6	26	-0.1	-1	-8	6	-0.9	-18	-2	-13
C[C@@H]1CN([C@H](C)CO)C(=O)Cc2cc(NS(=O)(=O)c3ccc(F)cc3)ccc2O[C@H]1CN(C)Cc1ccc(C(=O)O)cc1	4	-29	-11	-0.1	.	5	26	-0.8	-20	33	-3
Cc1c(C(C)(C)C)c(C=S)n2ccccc12	4	-5	5	0.0	-3	-10	-15	1.9	9	15	-5
CCOc1cc(/C=N/Nc2nc3ccccc3[nH]2)cc(Br)c1OCC(=O)N(C)C	-14	41	10	-0.2	5	39	5	0.6	-8	15	15
CN1c2ccccc2C(C)(C)C12C=Cc1cc(O)ccc1O2 (centres undefined)	37	85	53*	0.5	2	36	11	-2.6	-2	-6	11
CCc1ccc(CN2CCC(n3nccc3NC(=O)C3CCCC3)CC2)cc1	18	21	-6	-0.3	0	11	13	-0.3	14	8	-3
COc1ccc(NC(=O)C2C(=O)N(CCO)C3(C)CC2c2ccccc2O3)cc1 (centres undefined)	-50	-17	-7	0.1	1	-70	-22	-0.1	-6	-7	-3
Cc1ccc2c(CN(C)Cc3ccccc3)cc(=O)oc2c1C	-235	-56	-81	-0.1	1	-258	-61	0.0	-6	7	-111
CC1CC(C)CN(S(=O)(=O)N2CCCC(C(=O)NC3CCCCC3C)C2)C1 (centres undefined)	8	44	2	0.7	1	15	-4	0.9	-4	-15	-1
O=C(O)CCN1C(=O)c2ccncc2C1=O	4	-1	5	-0.5	2	12	-4	2.0	8	-14	2
CCC(C)c1ccccc1NC(=O)COC(=O)c1ccc2c(c1)S(=O)(=O)c1ccccc1C2=O (centres undefined)	13	-20	2	0.0	1	14	-26	-1.3	0	5	13
O=C(COC(=O)c1nc(Cl)ccc1Cl)Nc1ccc2c(c1)OCO2	11	-2	-6	0.1	3	4	-5	1.9	7	5	0
CCC(=O)N1CCCC(C(=O)Nc2nc3ccccc3n2C)CC1 (centres undefined)	11	4	2	-0.2	.	9	-10	4.1	4	6	.
CC(C)CNC(=O)c1cccc(Cn2cc(Cl)cn2)c1	-13	-4	-8	0.1	1	3	-19	3.1	-9	-9	-1
COc1ccc(CC(=O)N/N=C/c2cccnc2)cc1OC	6	0	13	6.5*	2	21	-6	-0.5	6	27	-3
CCN(CC(=O)Nc1c(F)cccc1F)C(=O)CCc1nc2cc(S(=O)(=O)N(C)C)ccc2n1CC	17	9	8	0.0	-2	8	-6	-0.1	21	-13	4
Cc1ncc(C(O)c2ccc(N(C)C)cc2)n1Cc1ccccc1 (centres undefined)	12	14	6	0.6	.	11	18	1.5	-14	3	.
CC(C)Cc1ccc(C(=O)NCc2ccc3c(c2)OCO3)o1	-10	13	3	-0.1	.	-8	0	-0.5	-6	-6	-2
CCN1CCN(CCCNC(=O)CCC(=O)N2CCOc3ccccc32)CC1	8	1	-5	-0.3	3	11	10	-1.7	-3	0	.
COC(=O)C1=C(C)N(CCc2c[nH]c3ccccc23)C(=O)/C1=C\N(C)C	6	-11	4	-0.2	1	-23	4	-0.8	14	13	-1
CCN(C[C@H]1N[C@@](Cc2ccccc2)(C(=O)OC)[C@H]2C(=O)N(C)C(=O)[C@@H]12)S(=O)(=O)c1ccc(C(C)(C)C)cc1	-3	29	11	0.0	.	9	-33	-2.4	1	4	2
CCCCC(=O)Nc1nnc(S(=O)(=O)N(CC)c2ccccc2)s1	17	-15	2	0.1	0	5	-13	0.0	1	3	-9
Cc1oc2c(C)c3oc(=O)c(CC(=O)N[C@@H](CCCNC(N)=O)C(=O)O)c(C)c3cc2c1C	19	20	3	0.0	.	7	0	-0.7	-5	-6	-2
Cc1ccc(S(=O)(=O)N2CCOC23CCN(C(=O)C(=O)NCc2ccccc2)CC3)cc1	8	6	4	-0.2	-3	3	-8	-0.4	-5	-2	4
CC(=O)c1ccc(N2CCN(C(=O)CN3C(=O)NC4(CCCCC4)C3=O)CC2)c(F)c1	6	-13	12	0.2	3	6	-7	-0.6	-8	-4	-5
Cc1noc(C)c1S(=O)(=O)Nc1ccc(C(=O)N2CCN(c3ccc(F)cc3)CC2)cc1	12	-11	2	0.4	3	18	3	-0.4	-2	-2	-18
C=CC[C@@H](CC(=O)N[C@H](CO)Cc1ccccc1)C(=O)NC[C@@H](OC(=O)[C@@H](CC=C)Cc1ccc(F)cc1)c1ccccc1	14	11	-6	2.0	.	-3	8	1.5	-12	14	-5
CN1C[C@@H]2[C@@H]3C(=O)N(C)C(=O)[C@@H]3[C@](C)(C1=O)N2C(=O)c1ccc(C(C)(C)C)cc1	13	-18	9	-0.3	.	-7	-18	1.5	6	-5	-7
O=C(COC(=O)CCC1CCCC1)Nc1ccccc1Br	12	-8	22	0.2	5	3	-14	4.3	11	-27	2
CCCn1nc(C(=O)Nc2cccc(S(=O)(=O)N3CCOCC3)c2)c2ccccc2c1=O	13	8	-4	-0.3	.	15	9	0.9	-2	0	.
